# Screening data (PubChem BioAssay)
# M1 ag – activates human CHRM1 receptor. CHO-K1 hM1, Fluo-8 calcium fluorescence, agonist mode; 0% DMSO, 100% acetylcholine EC100. activation, % at 3 µM. 0.33% of 360,000 active;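 active means activation above the run's mean compound activation plus 3 SD, cut at about 16% in these data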;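 further: peak over basal fluorescence ratio within a 140 s kinetic read after compound addition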
# CHRM5 antagonist – blocks acetylcholine activation of human M5 receptor | CHO-hM5 cells, Fluo-8 calcium fluorescence, ACh EC80 | P08912 | AID 624040 | 0.59% of 360,000 active | inhibition, % at 3 µM;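 active means inhibition above a per-plate cutoff, the mean of that plate's test compounds plus 3 SD, cut at about 27% in these data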;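 further: 0% = acetylcholine EC80 with DMSO and 100% = DMSO without agonist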
# M5 PAM – potentiates acetylcholine response at human M5 receptor. P08912. 0.3% of 360,000 active. activation, % at 3 µM. CHO-K1 hM5, Fluo-8 calcium, ACh EC20 PAM; 0% = ACh EC20, 100% = ACh EC100. AID 624038;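 active means activation above the run cutoff, the mean activation of all test compounds plus 3 SD, cut at about 18% in these data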
#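 Assay system: CHO-K1 hM5 cells. Also added: acetylcholine at EC20 concentration, added after compound. Dosing: 3 µM, single dose. Times: compound preincubation 140 s before EC20 acetylcholine addition. Signal: Fluo-8 calcium fluorescence. Measure: % activation relative to EC20 and EC100 ACh responses. Repeats: singlicate, one well per test compound.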
# M1 PAM – positive allosteric modulators of human M1 muscarinic receptor. P11229. CHO-K1 hM1, Fluo-8 calcium fluorescence, ACh EC20; 0% = ACh EC20, 100% = maximal ACh. activation, % at 3 µM. 0.088% of 360,000 active. AID 588819; in the data active means activation above about 19%, passing the limit was not always enough
# CHRM4 agonist – agonists of human muscarinic M4 receptor (CHRM4); 0.14% of 360,000 active; CHO-K1 hM4/Gqi5, Fluo-8 calcium fluorescence; vehicle 0%, full acetylcholine response 100%; P08173; activation, % at 3 µM;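 active means activation above the run mean over all test wells plus 3 SD, cut at about 32% in these data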;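 further: peak over basal fluorescence ratio per well then scaled between controls; 0% = DMSO wells and 100% = acetylcholine at EC100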
# Target sequence (P08173 whole entry, looked up): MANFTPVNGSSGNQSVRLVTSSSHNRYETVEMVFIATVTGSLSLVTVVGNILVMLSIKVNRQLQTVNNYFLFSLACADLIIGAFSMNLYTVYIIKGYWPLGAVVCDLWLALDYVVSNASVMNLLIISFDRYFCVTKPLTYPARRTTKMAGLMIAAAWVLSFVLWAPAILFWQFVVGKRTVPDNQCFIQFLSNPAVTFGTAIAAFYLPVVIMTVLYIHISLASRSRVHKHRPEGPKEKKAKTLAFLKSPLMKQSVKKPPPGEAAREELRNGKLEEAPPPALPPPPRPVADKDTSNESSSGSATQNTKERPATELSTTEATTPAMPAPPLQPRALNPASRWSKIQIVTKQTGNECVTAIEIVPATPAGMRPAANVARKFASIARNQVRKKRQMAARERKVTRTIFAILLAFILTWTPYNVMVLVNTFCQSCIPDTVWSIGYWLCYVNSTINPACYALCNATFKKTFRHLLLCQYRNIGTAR
# CHRM5 agonist – CHRM5 agonism in calcium assay. 0.19% of 360,000 active. activation, % at 3 µM. AID 624037. CHO-K1 hM5 cells, Fluo-8 calcium fluorescence; 0% DMSO wells, 100% maximal acetylcholine response;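 active means activation above the run's mean over test compounds plus 3 SD, cut at about 23% in these data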;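 further: signal is peak over basal fluorescence ratio across the kinetic read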
# CHRM1 antagonist – blocks human M1 muscarinic receptor; 1.3% of 360,000 active; inhibition, % at 3 µM; AID 588852; P11229; CHO-K1 hM1, Fluo-8 calcium fluorescence, ACh EC80 antagonist;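 active means percent inhibition above its own plate's cutoff, namely the mean of that plate's compound wells plus 3 SD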;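 further: peak over basal fluorescence ratio during 140 s after agonist addition; 0% = ACh EC80 plus DMSO and 100% = DMSO alone without agonist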
# TAAR1 ag – agonists of human TAAR1. 0.99% of 360,000 active. Q96RJ0. activation, % at 3 µM. CHO RD-HGA16 TAAR1, Fluo-8 calcium fluorescence; vehicle wells 0%, saturating PEA agonist 100%;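 active means activation above the mean activation of all test compounds in the run plus 3 SD, cut at about 38% in these data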
# Target sequence (Q96RJ0 whole entry, looked up): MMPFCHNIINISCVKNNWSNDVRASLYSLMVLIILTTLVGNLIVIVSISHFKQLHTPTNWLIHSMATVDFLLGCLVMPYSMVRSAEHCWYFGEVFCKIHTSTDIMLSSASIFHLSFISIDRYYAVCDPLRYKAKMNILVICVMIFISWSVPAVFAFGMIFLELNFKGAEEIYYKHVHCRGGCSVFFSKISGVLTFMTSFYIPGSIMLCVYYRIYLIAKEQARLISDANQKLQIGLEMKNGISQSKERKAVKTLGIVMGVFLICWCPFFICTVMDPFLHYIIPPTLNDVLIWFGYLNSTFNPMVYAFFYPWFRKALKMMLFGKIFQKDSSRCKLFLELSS
#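 Test system: RD-HGA16 (CHO) cells co-expressing Gα16 and hTAAR1 / Benchmarks: DMSO vehicle as 0%, PEA at EC100 as 100% / Repeats: no replicates (n 1) / Measure: % activation from peak over basal fluorescence ratio, DMSO-to-PEA scaled / Timing: 17-24 h plating, Fluo-8 75 min 37 °C, 30 min RT / Technique: kinetic Fluo-8 calcium fluorescence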
# CHRM4 antagonist – CHRM4 antagonism in calcium assay. inhibition, % at 3 µM. AID 624125. CHO-hM4 cells, ACh EC80, Fluo-8 calcium fluorescence. P08173. 0.73% of 360,000 active;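 active means inhibition above its plate's cutoff, the mean inhibition of sample wells plus 3 SD, cut at about 27% in these data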;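 further: 0% = acetylcholine EC80 with DMSO and 100% = DMSO without agonist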
# The depositor's hits bear a star; · = not tested or not shown. The list is partial (hit frequency here may not be typical).
No.	Molecule	M1 ag	CHRM5 antagonist	M5 PAM	M1 PAM	CHRM4 agonist	CHRM5 agonist	CHRM1 antagonist	TAAR1 ag	CHRM4 antagonist
1	FC(F)(F)c1ccccc1-n1c(-c2ccco2)n[nH]c1=S	-1	2	8	8	0	2	-19	-1	-3
2	O=C(CCc1nc2ccccc2c(=O)[nH]1)OCc1cccc(C(F)(F)F)c1	-4	0	0	-2	1	0	2	0	-4
3	CCOc1ccc(CC(=O)Nc2ccc(-c3ccc4nnc(C)n4n3)cc2)cc1	2	2	-2	-2	3	7	-18	-1	1
4	COc1ccc(S(=O)(=O)N2CCC(C(=O)Oc3c(OC)cccc3OC)CC2)cc1OC	-1	9	-3	10	6	2	-20	0	-9
5	Cc1ccc2cc(C)c(NCCO)nc2c1	-4	5	4	8	0	-3	-16	6	-3
6	OCCNCc1cc(Br)ccc1OCc1ccccc1	-1	-5	-2	0	2	-1	0	6	4
7	Cc1ccc2nc(-c3cccc(N)c3)oc2c1	-3	-8	5	4	-1	1	-4	6	3
8	COc1ccc(Cn2c(SC)nc3ccccc32)cc1[N+](=O)[O-]	-2	-2	1	1	3	0	-2	12	-4
9	COCCN1C(=O)CSCC1(C)C(=O)NC(C)C (stereo unspecified)	·	9	-5	·	0	-1	·	1	0
10	Cc1ccc(C)c(N2CCN(C(=O)C3CCN(c4nc(C)cc(C)n4)CC3)CC2)c1	-6	7	-12	-5	1	0	10	4	2
11	NS(=O)(=O)c1ccc(NC(=O)c2ccccc2Cl)cc1	-1	2	-1	3	1	-2	-4	12	3
12	O=S(=O)(/N=C(/Nc1ccccn1)c1ccccc1)c1ccccc1	-2	1	3	0	1	1	2	-3	1
13	CCCCc1c(O)c2ccccc2[nH]c1=O	-3	-2	-9	7	1	-7	-10	2	-11
14	CCOc1ccc(NC(=S)N(Cc2ccc(Cl)cc2)Cc2ccco2)cc1	-10	0	-11	-16	4	-4	10	2	10
15	O=C(N/N=C/c1ccccn1)c1cc(-c2cccc3ccccc23)n[nH]1	-5	-2	-9	-8	4	0	3	5	-5
16	CC(NC(=O)C1CCCCC1)C(=O)NC1=NCCS1 (stereo unspecified)	-3	3	2	6	0	-2	-1	9	-3
17	CCOC(=O)c1ccc(OC(=O)CCCCCN=C(N)N)cc1	-8	1	-3	-6	1	-1	-35	1	-1
18	COC(=O)c1cc(NCc2c(F)cccc2Cl)ccc1N1CCOCC1	1	11	-8	3	1	-4	-16	10	11
19	CC(C)N(C)c1ncnc2c1ncn2[C@H]1CN(Cc2ccncc2)C[C@@H](CO)O1	1	-4	0	3	2	2	7	1	-5
20	Cc1ccc(NC(=O)c2ccc3nccnc3c2)c(C)c1	-3	0	2	2	0	-1	0	1	6

# More results follow.
No.	Molecule	M1 ag	CHRM5 antagonist	M5 PAM	M1 PAM	CHRM4 agonist	CHRM5 agonist	CHRM1 antagonist	TAAR1 ag	CHRM4 antagonist
21	Cc1ccccc1NC(=O)NCC1CCN(Cc2cccc(Cl)c2)CC1	-9	11	-7	3	1	-7	-7	1	0
22	Clc1cccc(-c2ccc3ncnc(NCc4cccs4)c3c2)c1	-8	11	-16	-5	9	-8	6	16	2
23	CC1Cc2cc(/C(O)=C3/C(=O)C(=O)N(CCN4CCOCC4)C3c3ccc(N(C)C)cc3)ccc2O1 (stereo unspecified)	0	7	-7	0	17	0	5	3	7
24	C=CCn1c(=O)/c(=C/c2ccc(C)o2)s/c1=C(/C#N)C(=O)c1ccccc1	4	-8	4	8	5	8	-6	12	3
25	CC(C)COc1ccc(C(=O)N/C(=C/c2cccc([N+](=O)[O-])c2)C(=O)O)cc1	-2	1	3	6	1	-2	-8	-2	0
26	Cc1cccc(C)c1NC(=O)C(CCc1ccccc1)N1CCC(c2ccccc2)CC1 (stereo unspecified)	·	3	-8	·	1	0	·	2	-10
27	CCOc1ccccc1-c1nc(SCC(=O)O)n[nH]1	-3	-6	1	9	1	-2	-5	19	2
28	COc1ccc(CC(=O)NC(c2ccccc2)c2ccccc2)cc1S(=O)(=O)N1CCOCC1	-2	4	-22	-11	9	-1	21	15	-1
29	CCn1c(=O)c2ccccc2n(CC(=O)N2CCCc3ccccc32)c1=O	-8	1	5	11	1	-4	-20	0	-6
30	CCN(C(=O)Cn1c(=O)oc2ccccc21)c1ccc(C)c(C)c1	-5	6	1	3	1	-2	-7	2	8
31	Cc1cc(C)cc(C(=O)NCC(=O)OCC(=O)NCC(F)(F)F)c1	0	-9	18*	13	1	1	-19	1	12
32	Cc1ccc(NC(=O)CC(C)CC(=O)NCc2ccccc2)cc1Cl (stereo unspecified)	-4	1	6	4	0	-6	-18	16	-4
33	C=CCn1c(SCC(=O)Nc2c(C)n(C)n(-c3ccccc3)c2=O)nc2sc(C)c(C)c2c1=O	-9	-12	4	8	-2	-3	-10	-2	4
34	COc1ccc(-c2c(-c3cc(OC)cc(OC)c3)n(C)c3ccc(-c4ccc(SC)cc4)cc23)cc1	0	10	0	1	0	4	1	3	11
35	O=C(NC1CCCCC1)c1ccc2c(c1)OCCO2	-6	-2	8	11	1	-4	-8	1	1
36	COC(=O)C1=CN(c2ccc(OC)cc2)C=C(C(=O)OC)C1c1ccc([N+](=O)[O-])cc1	0	-3	11	17	0	-7	-21	2	-9
37	COc1ccc(C(=O)CSc2nnc(-c3cccs3)n2-c2ccccc2)cc1	-3	-18	-2	4	1	-2	-3	4	-1
38	O=C1/C(=C\c2ccc(Br)o2)Cc2ccccc21	-9	-1	4	4	-1	-4	-15	50*	-2
39	NS(=O)(=O)c1ccc2nc(NC(=O)C3=COCCO3)sc2c1	0	3	-8	-6	2	-1	18	7	-8
40	Cc1nn(-c2ccccc2)c(C)c1NC(=O)COC(=O)c1ccccc1	0	-2	4	2	11	5	-5	6	-9

# (further entries)
No.	Molecule	M1 ag	CHRM5 antagonist	M5 PAM	M1 PAM	CHRM4 agonist	CHRM5 agonist	CHRM1 antagonist	TAAR1 ag	CHRM4 antagonist
41	CC1CCN(C(=O)c2[nH]cnc2C(=O)N[C@@H](C)C(=O)OC(C)(C)C)CC1	-1	4	-1	0	1	2	-7	6	2
42	CC1(C(=O)NS(=O)(=O)Cc2ccccc2)CCN1C(=O)Cc1ccc(-c2ccccc2)cc1 (stereo unspecified)	-2	-5	0	5	1	-1	-10	0	-22
43	CCCCCCSc1nc(O)c(C2OC(=O)c3c2ccc(OC)c3OC)c(=O)n1CC (stereo unspecified)	0	-2	2	12	0	-1	-19	-2	6
44	COc1ccc(C(=O)N(CC2CCCO2)C(C(=O)NC2CCCC2)c2ccc(C)cc2)cc1OC (stereo unspecified)	-3	-3	1	11	1	-1	-13	13	10
45	Cc1ccc[n+](C(C(=S)NCc2ccco2)=C([O-])c2ccccc2Cl)c1	-7	7	1	1	1	-6	-3	2	-3
46	CCc1nnc(NC(=O)CSc2nnc(-c3ccco3)o2)s1	-5	-11	5	14	2	0	-4	10	7
47	CCN(CC)CCCn1c2c(c(SCC(=O)Nc3cc(C)on3)nc1=O)CCC2	-7	7	-1	8	2	-1	-9	0	-1
48	Cc1cc(C(=O)N[C@H](c2ccccc2)[C@@]2(C)C[C@@H]2[C@@H](C)C(=O)Nc2ccc3ccccc3c2)n(C)n1	-13	5	-13	-23	15	-5	15	30	9
49	CCCS(=O)(=O)c1c(S(=O)(=O)CCC)c2cnccn2c1C(=O)c1ccc(F)cc1	-4	0	0	7	1	1	-4	9	-9
50	Cc1ccc(C)c2[nH]c(=O)c(CCNC(=O)c3ccc(S(=O)(=O)N(C)C)cc3)cc12	-7	-5	0	15	8	1	-39	2	-7
51	COc1ccc(NC(=O)C(CC(=O)O)Cc2ccc(C)cc2)cc1 (stereo unspecified)	-2	6	-1	1	0	-2	4	5	-22
52	CC(C)N1CCC1(C)C(=O)Nc1nc2ccccc2[nH]1 (stereo unspecified)	-5	9	5	9	0	1	-20	1	-10
53	COc1ccc(Br)cc1C(C[N+](=O)[O-])c1c(N)n(C)c(=O)n(C)c1=O (stereo unspecified)	-1	5	5	6	1	-2	-22	2	-7
54	O=C(CSc1nc2ccccc2[nH]1)Nc1ccc2c(c1)OCCO2	2	0	-5	8	6	0	-13	15	-2
55	Cc1cc(N2CCC(C(=O)Nc3ccc(F)cc3)CC2)nc(-c2ccccc2)n1	-5	12	2	-3	7	-8	8	9	-6
56	CCOC(=O)c1c(C)[nH]c(C(=O)COC(=O)CSC)c1C	0	4	-3	13	4	3	-17	4	-3
57	COc1ccc(C2c3ccc(O)cc3Oc3ncn(CCN4CCOCC4)c(=N)c32)cc1 (stereo unspecified)	-3	11	-4	-5	3	-2	-10	3	4
58	Cc1onc(-c2ccccc2)c1C(=O)Nc1ccc(S(=O)(=O)NC2=NCCCCC2)cc1	-4	-3	4	3	2	0	6	6	1
59	Cc1ccccc1OCC(=O)Nc1nnc(C2CC2)s1	-8	11	0	-11	-1	-3	9	7	1
60	CCOC(=O)C1CCCN(c2c(NCCCN(CC)c3ccccc3)c(=O)c2=O)C1 (stereo unspecified)	-7	2	1	-4	3	-4	11	18	6

# More results:
No.	Molecule	M1 ag	CHRM5 antagonist	M5 PAM	M1 PAM	CHRM4 agonist	CHRM5 agonist	CHRM1 antagonist	TAAR1 ag	CHRM4 antagonist
61	COc1ccccc1CNc1nc(NC(C)C)nc2cc(-c3ccccc3)sc12	-2	4	-3	0	0	0	11	1	6
62	CC(=O)Nc1cccc(N(C(=O)C2COc3ccccc3O2)C(C(=O)NC2CCCCC2)c2cn(C)nc2C)c1 (stereo unspecified)	-4	-16	6	-8	1	2	8	-1	-2
63	Cc1c(C2(O)CCCCC2)[nH]c2ncccc12	-3	11	5	7	1	-1	-5	10	3
64	CCOC(=O)C1CCCN(S(=O)(=O)c2cc(Br)cc3c2N(C(=O)C2CC2)CC3)C1 (stereo unspecified)	-2	10	-14	2	4	-9	2	5	-5
65	Cc1ccc(/C=N/N2CCN(C3c4ccccc4-c4ccccc43)CC2)s1	-7	1	-1	-2	0	0	9	-1	-3
66	O=C(COC(=O)C1=COCCO1)Nc1ccc(Cl)cn1	-3	6	-4	2	1	4	-3	2	-8
67	Cc1ccc(C(=O)N2CCN(Cc3nc4sc5c(c4c(=O)[nH]3)CCCC5)CC2)cc1	-6	-4	6	3	-1	-3	0	-1	2
68	CC(=O)N1CCN(c2ccc(NC(=O)c3ccc(F)cc3)cc2)CC1	-1	6	3	6	1	1	-7	1	5
69	Clc1ncccc1-c1nc2ccccc2n1Cc1ccccc1	-7	-5	0	1	1	-5	-6	·	-1
70	COC(=O)c1ccccc1S(=O)c1snnc1C (stereo unspecified)	-11	14	-8	11	1	-4	-12	2	-7
71	O=c1cc(-c2ccco2)nc(-c2cccs2)o1	-1	-3	-1	7	1	2	-10	3	13

# Fetched by structure from the list above, 3 records:
No.	Molecule	M1 ag	CHRM5 antagonist	M5 PAM	M1 PAM	CHRM4 agonist	CHRM5 agonist	CHRM1 antagonist	TAAR1 ag	CHRM4 antagonist
61	COc1ccccc1CNc1nc(NC(C)C)nc2cc(-c3ccccc3)sc12	-2	4	-3	0	0	0	11	1	6
69	Clc1ncccc1-c1nc2ccccc2n1Cc1ccccc1	-7	-5	0	1	1	-5	-6	·	-1
67	Cc1ccc(C(=O)N2CCN(Cc3nc4sc5c(c4c(=O)[nH]3)CCCC5)CC2)cc1	-6	-4	6	3	-1	-3	0	-1	2
